# High-throughput results from PubChem BioAssay.
# Pol eta inh – inhibitors of human DNA polymerase eta | Potency, µM (series often up to 114 µM), without a hit: at the highest dose activity change, negative = inhibition, actives largely listed as inhibitors | Q9Y253 | 390,000 tested, 1.2% active | AID 588591 | recombinant Pol eta, fluorescent DNA replication assay; also: potency is read from the fitted curve at half-maximal effect; % is scaled to controls: 0 for no effect and ±100 for the full control effect
#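 Pol eta (10 nM) was preincubated with compounds for 15 min at room temperature, after which fluorescent replication substrate (50 nM final) was added to start the reaction. Fluorescence was read kinetically at 0 and 10 min.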
# BAZ2B block – blocks human BAZ2B | Q9UIF8 | AlphaScreen BAZ2B-H3K14Ac peptide displacement | Potency, µM (doses to about 114 µM), for the others: at the top dose activity change, negative = inhibition, hits mostly inhibitors | 360,000 tested, 4.4% active | AID 504333; also: potency is read from the fitted curve at half-maximal effect; % is scaled to controls: 0 for no effect and ±100 for the full control effect; nearly all actives have a fitted effect of over 60% in size
#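 AlphaScreen displacement: compounds (up to 110uM) incubated 30 min at room temperature with a preformed 50 nM BAZ2B/50 nM biotinylated H3K14Ac peptide complex in PBS pH 7.4 with Tween-20. Donor and acceptor beads at 10 ug/mL final added, 20 min light-protected before reading.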
# JMJD2A Tudor – blocks the human JMJD2A Tudor domain | AlphaScreen JMJD2A-Tudor / H3K4me3 peptide binding | Potency, µM (doses to about 114 µM), without a hit: at the top dose activity change, negative = inhibition, usual class: inhibitors | O75164 | AID 504339 | 390,000 tested, 4.4% active; also: potency is read from the fitted curve at half-maximal effect; % is scaled to controls: 0 for no effect and ±100 for the full control effect; nearly all actives have a fitted effect of over 50% in size
# Pin1 inh – human Pin1 inhibition. Pin1 FP peptide displacement, HiFluor488, 10 min. Potency, µM (highest dose often 115 µM), for inactives: at the top dose activity, negative = inhibition, hits mostly inhibitors. 390,000 tested, 0.009% active. AID 504891; active = well fitted inhibition curve with a large enough effect in the polarisation, with a control signal flat, not every such curve was filed as active; inconclusive = small, poorly fitted or top-dose-only effect, or effect the other way, or a change in a side signal; inactive = no such curve, though single readings can be large or run the other way; the % refers to the polarisation; also: potency is read from the fitted curve at half-maximal effect; % is scaled to controls: 0 for no effect and ±100 for the full control effect
# Target sequence (Q13526 whole entry, looked up): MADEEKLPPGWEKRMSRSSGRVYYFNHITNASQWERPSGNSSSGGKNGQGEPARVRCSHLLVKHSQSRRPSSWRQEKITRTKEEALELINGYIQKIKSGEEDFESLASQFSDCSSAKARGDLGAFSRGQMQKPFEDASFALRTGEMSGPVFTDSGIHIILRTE
# HP1b binding inh – blocks HP1-beta chromodomain binding to methylated histone tails. Potency, µM (titrated, usually from 114 µM), inactives show top-dose activity change, negative = inhibition, actives largely listed as inhibitors. 390,000 tested, 0.56% active. P83916. AlphaScreen HP1-beta / biotin-H3K9me3 peptide binding; also: potency is read from the fitted curve at half-maximal effect; nearly all actives have a fitted effect of over 70% in size; inactives centre near 23
# Target sequence (P83916 whole entry, looked up): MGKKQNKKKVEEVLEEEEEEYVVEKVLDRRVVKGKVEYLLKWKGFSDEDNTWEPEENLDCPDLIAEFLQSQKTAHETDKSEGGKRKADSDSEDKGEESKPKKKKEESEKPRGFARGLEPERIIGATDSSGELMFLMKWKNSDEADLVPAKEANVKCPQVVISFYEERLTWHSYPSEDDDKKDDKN
#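 HP1-beta protein (50 nM final) preincubated 30 min at room temperature with biotinylated H3(1-18)K9me3 peptide (50 nM) in PBS pH 7.4, 0.01% Tween-20, then compound added for 30 min. AlphaScreen streptavidin donor/nickel chelate acceptor beads (10 ug/mL final), 30 min dark, luminescence read.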
# Tb PGK inh – inhibitors of T. brucei phosphoglycerate kinase; 380,000 tested, 0.043% active; Potency, µM (top dose mostly 57.5 µM), for inactives: at the top dose activity change, negative = inhibition, most hits filed as inhibitors; PGK/GAPDH coupled, Kinase-Glo luminescence, 60 min; also: potency is read from the fitted curve at half-maximal effect; % is scaled to controls: 0 for no effect and ±100 for the full control effect; nearly all actives have a fitted effect of over 60% in size
# Target sequence (P07378 whole entry, looked up): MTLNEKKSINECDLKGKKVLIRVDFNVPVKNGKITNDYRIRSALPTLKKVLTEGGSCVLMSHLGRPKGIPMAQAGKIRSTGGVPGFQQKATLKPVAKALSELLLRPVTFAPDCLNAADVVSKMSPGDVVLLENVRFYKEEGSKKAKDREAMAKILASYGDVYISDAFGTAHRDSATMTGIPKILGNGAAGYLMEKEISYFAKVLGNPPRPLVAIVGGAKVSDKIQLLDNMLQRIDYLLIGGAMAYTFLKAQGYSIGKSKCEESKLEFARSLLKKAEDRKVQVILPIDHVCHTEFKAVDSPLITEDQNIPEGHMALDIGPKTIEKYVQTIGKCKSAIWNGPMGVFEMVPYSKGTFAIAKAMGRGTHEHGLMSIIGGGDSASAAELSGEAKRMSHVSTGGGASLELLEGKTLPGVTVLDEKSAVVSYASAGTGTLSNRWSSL
#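 Recombinant glycosomal PGK reaction used 1,3-bisphosphoglycerate generated in-well by GAPDH (100nM final) in 100mM TEA pH 7.6, 5mM MgCl2, 0.01% Tween-20. After 60 minutes at room temperature, ATP was read by Kinase-Glo Plus luminescence end-point.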
# GLS inhibitor – blocks human kidney-isoform glutaminase activity; O94925; GLS enzymatic activity, qHTS titration; Potency, µM (titrated, usually from 45.5 µM), for inactives: top-dose activity change, negative = inhibition, hits mostly inhibitors; 410,000 tested, 0.21% active; AID 624170; also: potency is read from the fitted curve at half-maximal effect; % is scaled to controls: 0 for no effect and ±100 for the full control effect
#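 Glutamate formation by hKGA was monitored fluorometrically using coupled glutamate oxidase, HRP and Amplex Red. Substrate was added as 1 mM L-glutamine solution; incubation was 30 min at RT after an initial read.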
# PI4K2A block – PI4K2A (human) kinase inhibition. Q9BTU6. purified PI4K2A, ADP-Glo luminescence, 1 h; stronger effect = lower value. activity change, negative = inhibition, % at 76.9 µM. 420,000 tested, 0.13% active. AID 1346378; in the data active = activity change below about -50%; inconclusive = mostly about -30% to -49%;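 also: -100% = wells without enzyme as full effect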
#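 ADP-Glo luminescence measured ADP generated by PI4K2A enzyme (4 ug/mL before mixing) with 1.2 mM PI substrate (pre-mix) and 300 microM ATP (pre-mix). Tris pH7.5 buffer with MgCl2, Triton X-100; 1 h reaction at ambient temperature.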
# G9a inh – G9a (human) methyltransferase inhibition. Q96KQ7. G9a H3K9 monomethylation, AlphaScreen, 2 h. Potency, µM (highest dose often 102 µM), without a hit: at the top dose activity, negative = inhibition, hits mostly inhibitors. 350,000 tested, 8.8% active; also: potency is read from the fitted curve at half-maximal effect; % is scaled to controls: 0 for no effect and ±100 for the full control effect; nearly all actives have a fitted effect of over 75% in size
# Target sequence (Q96KQ7 913-1193 limits assumed): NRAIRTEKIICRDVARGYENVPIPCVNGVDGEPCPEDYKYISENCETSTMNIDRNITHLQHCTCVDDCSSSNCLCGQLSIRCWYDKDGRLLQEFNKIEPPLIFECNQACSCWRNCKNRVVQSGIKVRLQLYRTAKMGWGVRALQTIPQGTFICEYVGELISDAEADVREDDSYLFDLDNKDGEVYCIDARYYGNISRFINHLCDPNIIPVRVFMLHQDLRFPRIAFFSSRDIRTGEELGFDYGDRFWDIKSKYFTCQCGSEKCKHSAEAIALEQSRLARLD
#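 Readings reflect AlphaScreen signal from monomethyl-H3K9 antibody detection. HMT at 20 nM; substrate b-H3K9 500 nM; cofactor SAM 20 uM; 2 h RT reaction; compounds tested as titrations in qHTS with 15 min preincubation.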
# Starred values were filed as active, the others as inactive; i = inactive; ? = inconclusive; / = no result given; & = joins results of further samples; [ ] = dose if it differs, or a comment. Unless noted, calls follow the shape of the dose curve; as a rule, active = well fitted curve in the direction sought with a large enough effect; inconclusive = small, poorly fitted or top-dose-only effect, or another doubt; inactive = no such curve, though single readings can be large; an effect the other way counts as inactive or inconclusive. A portion of the library; count on the stated rates, not on these rows.
SMILES,Pol eta inh,BAZ2B block,JMJD2A Tudor,Pin1 inh,HP1b binding inh,Tb PGK inh,GLS inhibitor,PI4K2A block,G9a inh
C/C=C(/C)C(=O)Nc1cccc(C2=NOC3(C2)C[C@H](C(N)=O)N(C(=O)c2ccc(Cl)cc2)C3)c1 (stereo partly drawn),-13.5%,-6.4%,-13.1%,-3.6%,37.9%,3.7%,-3.3%,0.2,2.3%[12.7 µM]
O=C1CN(C(=O)c2ccccc2)C(c2ccc(F)cc2)c2cc(Br)ccc2N1 (stereo not drawn),-11.0%&-23.0%,-0.7%&-24.5%,-15.9%&-23.9%,9.3%&1.2%,7.1%&24.1%,5.3%&6.7%,4.7%&-4.3%,-1.8&0.4,0.3%
O=C(OCc1c(Cl)cccc1Cl)c1cccnc1,-9.9%,5.3%,17.9%,-3.5%,45.4%,-5.7%,2.3%,-8.4,14.1%[12.7 µM]
Cc1ccc(Cn2nnnc2CN2CCC(NC(=O)c3ccccc3F)CC2)cc1,-9.6%,1.4%,17.7%,1.2%,24.3%,-4.1%,-9.1%,7.4,11.8%[59 µM]
COc1ccc(CNC(=O)COC(=O)/C=C/c2cccc(Cl)c2)cc1,-5.0%,/,7.6%,4.1%,18.9%[57 µM],-5.2%,4.0%,4.2,/
Cc1cc(C(=O)CSc2ccc(F)cc2)cc(C)c1OC(=S)N(C)C,-4.1%,?,8.4%,16.0%,48.3%[activator],-9.6%,7.9%,-11.4,5.5%
CCC1Oc2ccccc2N(CC(=O)N2CCCC2)C1=O (stereo not drawn),-7.5%,/,/,/,/,-8.9%,-2.0%,-2.6,/
COc1ccc(CCNC(=O)c2ccc(Cl)cc2Cl)cc1,-17.2%,-1.3%,4.3%,1.1%,53.4%[activator],-8.7%,-6.1%,0.9,-4.7%[59 µM]
COc1ccc(Cl)cc1S(=O)(=O)N1CCCC(C(=O)NCCc2ccccc2)C1 (stereo not drawn),-12.2%,-0.7%,-6.6%,-6.5%,19.7%,5.7%,10.2%,0.5,93.4%[activator]
CCCN(CCC)CCNC(=O)c1cc2c(C)nc3ccccc3c2o1,-6.1%,5.8%,-11.7%,-4.0%,-2.9%,3.0%,-12.1%,6.7,-4.5%[59 µM]
S=C(c1cn(CCOc2cccc3ccccc23)c2ccccc12)N1CCCC1,-5.9%,-9.4%,?,?,2.0%,-5.9%,3.4%,-1.2,?
c1csc(-c2nc(N3CCCCC3)no2)c1,-9.7%,26.8%,52.1%[activator],-2.6%,72.0%[activator],-2.4%,-4.3%,5.2,58.0%[activator]
CCOc1ccccc1N(CC(=O)Nc1ccc2c(c1)OCO2)S(C)(=O)=O,-5.9%,-33.9%,-8.6%,0.7%,30.2%[activator],-3.7%,-3.7%,3.8,-47.3%[59 µM]
COc1ccc(NC(=O)Cn2nc(SC)c(S(=O)(=O)c3ccc(C)cc3)c2N)cc1OC,-23.1%,-30.5%,?,-6.8%,-10.8%,-13.0%,-0.1%,-2.5,-37.2%[59 µM]
COc1ccc(C(=O)N/N=C(\C)Cn2cnc([N+](=O)[O-])n2)cc1,-14.5%,-1.6%,?,3.4%,35.3%,5.7%,8.7%,-6.9,7.8%
CC1CC(C)(C)CC2(C1)NC(=O)N(CC(=O)Nc1ccc(N3CCCCC3)cc1)C2=O (stereo not drawn),-12.6%,?,?,-0.3%,?,-8.4%,26.6%,-1.5,44.7µM*
Cc1ccc(N(CC(=O)NCc2ccc(F)cc2)C(=O)CCC(=O)Nc2ccccn2)cc1C,-16.0%,3.1%,79.4µM*,1.8%,9.8%,5.4%,10.5%,3.0,14.8%[59 µM]
CCC(=O)Nc1nonc1-c1nc2ccccc2n1N(C(=O)CC)C(=O)CC,?,?,1.3%,-0.2%,39.6%[activator],i,1.0%,20.8,11.5%[12.7 µM]
Oc1ccc(CCNc2c3ccccc3nc3ccccc23)cc1O,?,?,28.2µM*,-0.4%,14.1%,-4.1%,?,1.0,-1.2%[0.501 µM]
COc1cc(C(N)=O)ccc1OCc1ccccc1,-4.1%,-16.3%,-16.1%,-2.2%,61.1%[activator],3.8%,-1.8%,1.3,-0.4%[59 µM]
COc1cc(NC(=O)c2cccnc2Sc2ccc(Cl)cc2)cc(OC)c1OC,-9.8%,0.7%,-14.1%,-0.7%,27.8%,-6.1%,3.4%,-0.2,-1.9%
Cc1nn(C)c(Oc2ccccc2)c1CCNS(=O)(=O)c1ccccc1,9.4%,7.2%,-13.2%,?,9.3%,-3.2%,1.1%,1.4,8.9%[12.7 µM]
O=C1CSC(c2ccccc2[N+](=O)[O-])N1CCc1ccccc1 (stereo not drawn),-21.7%,?,-26.1%,-1.2%,25.8%,-5.7%,11.1%,-4.3,?
NC(=O)c1cccc2c1-c1ccccc1/C2=N/NC(N)=S,-5.4%,?,-30.4%,4.8%,2.5%,-8.6%,14.6%,53.7,44.7µM*
COc1ccc(Cn2ccc3nc(C)c(C(=O)NCc4ccc(F)cc4)cc3c2=O)cc1,-20.3%,3.7%,-16.0%,1.1%,22.6%,i,-0.4%,-1.3,-0.4%[59 µM]
CCc1noc(C)c1C(=O)Nc1nc(-c2ccc(F)cc2)c(C)s1,-11.5%,-2.8%,-19.5%,0.8%,27.0%,-1.3%,-4.3%,2.3,/
CC(C)c1c(C(=O)N/N=C/c2ccc(OCc3ccc(F)cc3)cc2)nnn1-c1nonc1N,-11.5%,-4.6%,-18.2%,8.4%,11.0%,11.3%,0.3%,-0.4,2.5%
Cc1cc(NC(=O)Nc2ccc(F)cc2)no1,-8.6%,-28.4%,-3.5%,3.0%,29.2%,-2.2%,-1.0%,1.8,16.6%
COC(=O)c1ccc(C(=O)OC)c(NC(=S)N2CCN(c3cccc(Cl)c3)CC2)c1,-15.5%,?,-35.7%,-9.3%,4.4%,-5.1%,1.0%,0.8,-7.2%[59 µM]
CC(C)C(=O)NC(c1cccs1)c1cc([N+](=O)[O-])c2cccnc2c1O (stereo not drawn),?,5.01µM*,15.8µM*,4.6%,-0.1%,-8.5%,7.9%,-7.7,14.1µM*
CCC(CCC(=O)Nc1ccc(S(N)(=O)=O)cc1)C(=O)O (stereo not drawn),3.5%,-5.1%,-7.3%,1.4%,11.1%,-1.3%,18.5%,1.7,-28.6%
Cc1ccccc1NC(=O)N(CCc1nc2ccccc2[nH]1)Cc1ccccc1,-17.5%,4.4%,-9.0%,-4.3%,29.4%,-1.3%,-5.4%,-1.4,-2.3%[59 µM]
CCN1CCN(C(=O)CCc2nnc(CCCCc3ccccc3)o2)[C@@H](C)C1=O,-11.5%,-2.7%,-10.4%,-0.8%,45.9%[activator],-1.1%,-1.4%,4.0,-0.2%
CCN(CC)CCN(Cc1cc2cc3c(cc2[nH]c1=O)OCCO3)C(=S)NCCCOC,-16.8%,-14.5%,-15.6%,1.2%,12.2%,-0.6%,-2.4%,-1.8,-42.4%[59 µM]
O=C(O)CCCNS(=O)(=O)c1ccc2ccccc2c1,-3.2%,-5.1%,5.3%,4.5%,71.7%[activator],i,4.1%,0.2,5.3%[59 µM]
CC(=O)N(CN1C(=O)c2ccccc2C1=O)c1ccccc1,-0.5%,4.0%,5.3%[57.1 µM],1.3%,59.9%[activator],0.6%,17.1%,-3.9,-0.5%
COc1ccc(CNC(=O)c2cc(=O)c3cc(C)c(C)cc3o2)cc1,-1.3%,-0.1%,-0.7%,2.8%,20.4%,/,2.3%,-3.2,6.0%
O=C(NC1CCCCCC1)c1cc2c(=O)n3ccccc3nc2s1,-10.7%,9.2%,-7.8%,8.4%,3.6%,-8.9%,18.2%,2.4,21.8%
O=C(/C=C/c1ccc(Br)o1)NC(c1ccccc1)c1ccccc1,-22.3%,-37.0%,?,36.2%[activator],?,-5.7%,-9.0%,-5.4,17.8µM*
O=C(Nc1ccc(F)cc1)N1CCCCCC1,-20.3%,-8.3%,7.6%,-11.4%,42.1%[activator],3.4%,-7.7%,-1.1,70.8%[activator]

# A draw from above in order of heavy-atom count, rising:
SMILES,Pol eta inh,BAZ2B block,JMJD2A Tudor,Pin1 inh,HP1b binding inh,Tb PGK inh,GLS inhibitor,PI4K2A block,G9a inh
COc1cc(C(N)=O)ccc1OCc1ccccc1,-4.1%,-16.3%,-16.1%,-2.2%,61.1%[activator],3.8%,-1.8%,1.3,-0.4%[59 µM]
CC(=O)N(CN1C(=O)c2ccccc2C1=O)c1ccccc1,-0.5%,4.0%,5.3%[57.1 µM],1.3%,59.9%[activator],0.6%,17.1%,-3.9,-0.5%
CC1CC(C)(C)CC2(C1)NC(=O)N(CC(=O)Nc1ccc(N3CCCCC3)cc1)C2=O (stereo not drawn),-12.6%,?,?,-0.3%,?,-8.4%,26.6%,-1.5,44.7µM*

# Carrying on.
SMILES,Pol eta inh,BAZ2B block,JMJD2A Tudor,Pin1 inh,HP1b binding inh,Tb PGK inh,GLS inhibitor,PI4K2A block,G9a inh
CCC(=O)Nc1cc(=O)[nH]c2nc(-c3ccc(Cl)cc3)nn12,-5.1%,-16.0%,-22.8%[11.4 µM],1.3%,-2.0%,-11.9%,?,-1.2,6.3%
CC1CN(C(=S)SCC(=O)c2ccc(Cl)cc2)CC(C)O1 (stereo not drawn),-17.3%,9.3%,?,-7.5%,55.9%[activator],1.1%,4.3%,3.7,?
CCc1nc2ccccc2c(C(=O)Oc2cccc3cccnc23)c1C,-21.0%,?,-7.2%,3.3%,46.5%[activator],1.3%,2.1%,4.7,-10.1%
COc1ccc(CNC(=O)CCOc2ccc(C(C)(C)C)cc2)cc1,-2.8%,1.9%,10.0%,-5.6%,39.5%,3.5%,-0.6%,-3.9,-3.4%[12.7 µM]
